M1AAP inhibition = malaria alanyl aminopeptidase activity blockers – biochemical, fluorogenic H-Leu-NHMec substrate, 1536-well (AID 1445); recombinant M1AAP, H-Leu-NHMec fluorogenic kinetic assay; higher % means a stronger effect; inhibition, % at 30 µM, or IC50 in µM where a hit was titrated; 220,000 tested, 0.42% active;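 active = primary inhibition above the hit cutoff, then over 50% inhibition at one or more dose response concentrations, cut at about 23% in these data, passing the limit was not always enough; inconclusive = conflicting primary data, or primary hits not chosen for dose response; inactive = low primary inhibition, or under 50% at every dose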;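 note: plate controls were DMSO full reaction for no effect and no enzyme background for full effect; strong numbers were not always called active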
M17LAP inhibition = P. falciparum M17LAP inhibitors, primary screen, biochemical, fluorogenic H-Leu-NHMec substrate, 1536-well (AID 1619) | recombinant M17LAP, H-Leu-NHMec fluorogenic kinetic assay; higher % means a stronger effect | one-dose inhibition, % at 30 µM; IC50 in µM for titrated hits | 220,000 tested, 0.38% active;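 active = compound inhibiting the enzyme by more than half at any dose during confirmatory dose-response retesting; inconclusive = strong single-dose inhibitors picked by rank but not retested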;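 note: plate controls were full reaction with DMSO carrier for no effect and no enzyme background for full effect; strong numbers were not always called active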
Yfh1-depleted yeast = enhancers of respiration in Yfh1-depleted yeast, dose response, Friedreich's ataxia, plus single-dose screen (AID 1465). S. cerevisiae Yfh1-off respiration, WST-1 reduction, 72 h; higher fold induction means a stronger effect. fold induction at 50 µM, or EC50 in µM where a hit was titrated. 220,000 tested, 0.074% active;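 active = fold induction of absorbance versus untreated yeast above a set limit, then at least 30% activation at any dose in follow-up; inconclusive = repeats straddling the limit, or above it without dose testing; inactive = fold induction below the set limit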;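 note: activators that raise dye reduction in frataxin-depleted yeast; strong numbers were not always called active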
human PMI inhibitors = MPI inhibition at elevated mannose 6-phosphate – biochemical, fluorescence intensity, high mannose 6-phosphate, primary screen (AID 1220). recombinant PMI enzyme, coupled fluorescence intensity; higher % means a stronger effect. inhibition, % at 20 µM, or IC50 in µM where a hit was titrated. 190,000 tested, 0.66% active; in the data active = inhibition above about 50%
CSM14.1 death rescue = rescue of cells from ER stress-induced death, primary screen, 384-well, CSM14.1, thapsigargin, ATP luminescence (AID 1222). CSM14.1 thapsigargin-induced death rescue, ATP luminescence; higher % means a stronger effect. cellular ATP content (survival), % at 20 µM, or EC50 in µM where a hit was titrated. 190,000 tested, under 10 active;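 active = EC50 below 50 µM in the dose-response confirmation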;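 note: death triggered by thapsigargin at about 15 µM added after 2 h compound pretreatment; cell ATP read after overnight thapsigargin exposure of roughly 18 to 22 hours; normalized against plate controls of thapsigargin alone and 5% DMSO vehicle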
XIAP displacement = XIAP antagonists, biochemical, IAP family, fluorescence polarization (AID 1018). displacement, % at 20 µM, or IC50 in µM where a hit was titrated. 200,000 tested, 0.007% active. XIAP BIR domain, fluorescence polarization peptide displacement; higher % means a stronger effect; in the data active = displacement above about 50%; note: a part of the inactive calls stands beside numbers as strong as those of hits
Salmonella PhoP GFP = PhoP-dependent GFP reporter repression – Salmonella Typhimurium, primary screen (AID 1863) | 300,000 tested, 0.16% active | S. Typhimurium PhoP-regulated promoter GFP reporter, 4 h; higher % means a stronger effect | one-dose inhibition, % at 50 µM; IC50 in µM for titrated hits;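 active = inhibition over 29.93%, a cutoff 3 SD above the screen mean, later confirmed by dose response; inconclusive = inhibition over 29.93% but no dose response follow-up; inactive = inhibition at most 29.93% or unconfirmed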;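 note: 0% = low Mg2+ inducing control and 100% = high Mg2+ repressing control; strong numbers were not always called active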
Siah-1 displacement = blockers of Siah-1 interaction with plectin peptide – biochemical, fluorescence polarization, rhodamine-plectin, uHTS, primary screen (AID 1817); 290,000 tested, 0.02% active; Siah-1 / rhodamine-plectin peptide fluorescence polarization; higher % means a stronger effect; displacement, % at 20 µM, or IC50 in µM where a hit was titrated;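 active = displacement of at least 50% at 20 µM, with a fluorescence ratio check between 0.3 and a set limit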;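 note: plate controls were Siah plus tracer with DMSO for no effect and tracer alone without Siah for full effect; strong numbers were not always called active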
West Nile antiviral = West Nile virus antiviral activity, cell-based, CPE readout (AID 1621); West Nile virus-infected cells, CPE inhibition; higher % means a stronger effect; CPE inhibition, % at 10 µM, or IC50 in µM where a hit was titrated; 290,000 tested, 0.02% active; in the data active = a potency from the dose series; inconclusive = CPE inhibition mostly from about 3.7% at the one dose, without a potency; inactive = the rest, 99 in 100 with CPE inhibition below about 2.2%; note: strong numbers were not always called active
Starred values were filed as active, the others as inactive; i = inactive; ? = inconclusive; / = no result given.

Value order – M17LAP inhibition	XIAP displacement	Salmonella PhoP GFP	Siah-1 displacement	CSM14.1 death rescue	human PMI inhibitors	Yfh1-depleted yeast	West Nile antiviral	M1AAP inhibition
> O=C(c1cccc([N+](=O)[O-])c1)N1CC2C3C=CC(C3)C2C1 (stereo unspecified)
  3%	-7.5%	-7%	-8%	-0.7%	6%	i	0.7%	2%
> CC(=O)Nc1ccc(S(=O)(=O)NCC(=O)OCc2cc(=O)oc3ccc4ccccc4c23)cc1
  -33%	-8.6%	16%	-2%	4.2%	26%	i	-0.6%	9%
> O=C1C2C3CCC(C3)C2C(=O)N1Cc1ccccc1 (stereo unspecified)
  -4%	-11%	-20%	-1%	-1.8%	7%	i	-0.8%	-5%
> CCOC(=O)N1CCN(C(=O)c2ccc(NS(C)(=O)=O)cc2)CC1
  -15%	-1.6%	13%	5%	/	8%	i	0.8%	13%
> O=C(NCc1ccc2c(c1)OCO2)c1ccc(Cl)c(S(=O)(=O)NCc2ccccc2)c1
  3%	0.8%	2%	1%	-1.6%	4%	i	-0.7%	3%
> COc1ccc(CC(=O)Nc2ccc(-c3nnc(-c4ccccc4)o3)cc2)cc1OC
  3%	17%	-2%	-2%	-3.0%	15%	i	0.8%	3%
> Nc1cccc2nc3ccccc3cc12
  -319%	-3.4%	58µM*	1%	9.4%	14%	i	0.3%	4%
> CC(C)Cn1c(=O)oc2ccccc21
  -6%	-2.2%	-9%	14%	-1.6%	6%	i	0.4%	-4%
> CCCS(=O)(=O)N1CCN=C1SCc1cccc(C)c1
  -7%	-0.9%	4%	3%	-2.0%	-3%	i	-0.3%	4%
> CCN(CC)C(=O)C1CCCN(c2ccc([N+](=O)[O-])cc2)C1 (stereo unspecified)
  28%	-8.4%	-1%	-4%	-2.0%	-1%	i	-0.7%	8%
> Cc1cc(C)cc(C(=O)Nc2ccc(N3CCN(S(C)(=O)=O)CC3)cc2)c1
  11%	-2.8%	-6%	3%	-0.2%	-5%	i	0.1%	12%
> COc1ccc(Cc2nnc(N/N=C/c3ccccc3O)[nH]c2=O)cc1OC
  8%	-11%	27%	-9%	-1.1%	-24%	i	?	-11%
> Clc1ccccc1OCc1nnc(-c2ccccc2)o1
  -23%	0.5%	-11%	8%	-1.2%	1%	i	-0.7%	2%
> CCOC(=O)C(C(=O)Nc1cccc(C)c1)C1CCCCC1 (stereo unspecified)
  4%	-2.0%	-3%	-1%	-0.7%	8%	i	-0.7%	-5%
> NCC(c1ccccc1)c1c[nH]c2ccccc12 (stereo unspecified)
  19%	-2.3%	17%	6%	-2.4%	-10%	i	-0.9%	-7%
> CS(=O)(=O)c1cccc(NC(=O)c2ccc(Cl)c(Cl)c2)c1
  2%	-0.7%	5%	1%	-0.1%	-1%	i	-0.3%	2%
> COc1cc(NC(=O)CSc2nnnn2Cc2ccccc2)cc(OC)c1
  -10%	-6.0%	-3%	18%	0.5%	2%	i	-0.6%	0%
> CC(OC(=O)c1cccnc1)C(=O)Nc1ccc2c(c1)OCO2 (stereo unspecified)
  -2%	-7.4%	-2%	0%	0.9%	3%	i	0.1%	-2%
> CCOc1ccc(OCc2ccc(C(=O)NCC3CCCO3)o2)cc1 (stereo unspecified)
  8%	-4.9%	-3%	-5%	0.3%	25%	i	-0.9%	0%
> CCOC(=O)C1CCN(C(c2cc3ccc(C)cc3[nH]c2=O)c2nnnn2C2CCCCC2)CC1 (stereo unspecified)
  1%	-4.5%	-16%	27%	2.2%	-90%	i	-0.5%	-1%
> CCOC(=O)c1[nH]c2ccc(OC)cc2c1NC(=S)N1CCN(c2ccccn2)CC1
  -1%	-3.4%	4%	22%	-0.9%	20%	i	-0.6%	-3%
> Cc1ccc(CSC2=Nc3ccccc3C3=NC(CC(=O)NCc4ccco4)C(=O)N23)cc1 (stereo unspecified)
  8%	-3.9%	-12%	18%	-1.6%	14%	i	-0.7%	26%*
> CCc1c(C(=O)N/N=C/c2cn[nH]c2-c2ccc(F)cc2)csc1C
  21%	-8.1%	-27%	-2%	-3.3%	0%	i	-0.7%	-5%
> CCOC(=O)CSC1=N/C(=C/c2ccc(-n3cncn3)cc2)C(=O)N1C(C)=O
  5%	-6.1%	-2%	5%	-2.9%	-8%	i	-0.8%	14%
> CCOc1cc(Br)c(C(=O)O)cc1OCC
  7%	-4.1%	-11%	3%	-2.3%	1%	i	0.2%	2%
> COC(=O)COc1ccc2oc(=O)cc(C)c2c1
  3%	-3.4%	3%	6%	-1.4%	2%	i	0.1%	0%
> CCCCOc1ccc(C(O)(CC)CCN2CCOCC2)cc1 (stereo unspecified)
  5%	-2.5%	3%	4%	-2.6%	-14%	i	-1.3%	2%
> CC(C)(C)C(=O)Nc1ccc(-c2csnn2)cc1
  8%	/	-6%	2%	/	/	i	-0.2%	15%
> COc1cc(/C=N/NC(=O)CC2(C)OCCCO2)ccc1OCc1ccccc1
  9%	-7.6%	-13%	7%	-1.8%	2%	i	-0.1%	4%
> CCOC(=O)c1cc2c(=O)[nH]ccc2nc1C
  -35%	-2.0%	1%	-2%	0.1%	-10%	i	0.3%	8%
> Cc1ccc(-n2c(SCC(=O)OC(C)C)nnc2-c2ccncc2)cc1
  12%	-5.7%	-10%	6%	1.0%	-11%	i	0.1%	6%
> Cc1ccc(S(=O)(=O)n2nc(OC(=O)c3cccs3)cc2N)cc1
  9%	-5.3%	-2%	-6%	-1.1%	4%	i	0.9%	13%
> COc1ccc(CNC2CC(=O)N(C)C2=O)cc1 (stereo unspecified)
  6%	-2.1%	0%	-4%	-1.1%	-3%	i	-0.1%	0%
> CCC/C(=N/NC(=O)c1ccccc1Cl)c1ccccc1
  -1%	-1.7%	1%	-1%	-2.0%	-1%	i	0.0%	8%
> COc1cccc(/C=C2\N=C(SC)SC2=O)c1OC
  -7%	-2.5%	-14%	2%	-0.1%	9%	i	0.1%	12%
> CN1C(=O)c2cccc(NC(=O)CCc3ccccc3)c2C1=O
  4%	3.6%	4%	-2%	-1.3%	2%	i	0.0%	16%
> CCc1ccc(CN(C)Cc2nc(Cc3ccccc3)no2)nc1
  -2%	-2.0%	-4%	-1%	2.9%	15%	i	-0.3%	-4%
> Cc1ccc(NC(=O)C2CC(=O)n3c(nc4ccccc43)N2)cc1 (stereo unspecified)
  15%	-3.0%	-3%	1%	0.1%	7%	i	-0.1%	-7%
> Brc1ccc2c(c1)OCCOCCOCCOCCOCCOCCO2
  21%	-5.2%	7%	2%	6.6%	9%	i	2.1%	6%
> CCOC(=O)c1[nH]c(COC(=O)CCCOc2ccccc2)c(C(=O)OCC)c1C
  /	-5.6%	/	-1%	1.1%	2%	i	-0.1%	/
> O=C(/C=C/c1c[nH]c2ccccc12)c1cccc2ccccc12
  8%	-4.0%	16%	0%	-3.2%	42%	i	-0.3%	5%
> O=C(C/C=N/OCc1ccc(Cl)cc1)c1cnc(-c2ccccc2)s1
  14%	-8.2%	-18%	1%	-1.0%	14%	i	0.0%	2%
> CCOC(=O)c1c(C2CC2)csc1NC(=O)COC(=O)CCS(=O)(=O)c1ccc(C)cc1
  -3%	-6.9%	6%	6%	1.4%	8%	i	-0.4%	-3%
> O=C(N/N=C/c1ccc2c(c1)OCO2)c1ccc(Br)o1
  6%	-5.3%	-4%	-6%	-3.2%	-2%	i	0.0%	0%
> CSc1nc2c(c(=O)[nH]1)C(c1cccc(Cl)c1Cl)CC(=O)N2 (stereo unspecified)
  6%	-1.9%	8%	-2%	0.0%	-1%	i	1.0%	3%

One compound at a time (already shown):
`CCc1ccc(CN(C)Cc2nc(Cc3ccccc3)no2)nc1` as listed: M17LAP inhibition = -2%; XIAP displacement = -2.0%; Salmonella PhoP GFP = -4%; Siah-1 displacement = -1%; CSM14.1 death rescue = 2.9%; human PMI inhibitors = 15%; Yfh1-depleted yeast = i; West Nile antiviral = -0.3%; M1AAP inhibition = -4%
`Brc1ccc2c(c1)OCCOCCOCCOCCOCCOCCO2` as listed: M17LAP inhibition = 21%; XIAP displacement = -5.2%; Salmonella PhoP GFP = 7%; Siah-1 displacement = 2%; CSM14.1 death rescue = 6.6%; human PMI inhibitors = 9%; Yfh1-depleted yeast = i; West Nile antiviral = 2.1%; M1AAP inhibition = 6%

More results:
Value order – M17LAP inhibition	XIAP displacement	Salmonella PhoP GFP	Siah-1 displacement	CSM14.1 death rescue	human PMI inhibitors	Yfh1-depleted yeast	West Nile antiviral	M1AAP inhibition
> CC(=O)C1=C(O)C(=O)N(CCc2c[nH]c3ccccc23)C1c1ccc(C)cc1 (stereo unspecified)
  /	-6.1%	/	6%	1.7%	-1%	i	-0.1%	/
> Cc1c(/C=N/N2C(=O)C3C4C=CC(C4)C3C2=O)c2ccccc2n1C (stereo unspecified)
  4%	-1.6%	15%	18%	14%	1%	i	-0.3%	6%
> COc1cc(CN2CCC(C(=O)NC3CCCC3)CC2)cc(OC)c1O
  -1%	-3.6%	1%	2%	2.0%	64%*	i	0.9%	2%
> CN(CC1CCOCC1)C(=O)CC1C(=O)NCCN1Cc1cccc(Oc2ccccc2)c1 (stereo unspecified)
  0%	-6.7%	-12%	1%	-1.1%	42%	i	0.6%	2%
> Cc1cc(C(=O)COC(=O)c2ccc[nH]c2=O)c(C)n1-c1ccc(Br)cc1
  2.7µM*	-5.3%	5%	-4%	-2.4%	28%	i	-0.3%	2%
> CS(=O)(=O)N(CC(=O)Nc1ccc(S(=O)(=O)N2CCCC2)cc1)c1ccccc1
  1%	-2.7%	2%	1%	0.9%	8%	i	-0.4%	-6%
> Cn1c(N)c(C(=O)COC(=O)c2cc(C3CC3)nc3ccccc23)c(=O)n(C)c1=O
  13%	-9.7%	5%	-2%	-3.5%	0%	i	0.4%	12%
> Cc1cccc(-c2c3c(=O)n(C)c(=O)n(C)c3cn2C(C)(C)C)c1
  6%	-5.0%	-4%	-2%	-0.3%	-11%	i	0.0%	7%
> Cc1ccc(S(=O)(=O)NC2=NCN(CCc3ccccc3)CN2)cc1
  7%	-9.9%	-12%	-3%	0.6%	-1%	i	-0.2%	3%
> COc1ccccc1-c1c(C(F)(F)F)oc2cc(OCC(=O)Nc3cc(C)ccc3C)ccc2c1=O
  14%	0.0%	14%	12%	0.3%	0%	i	-0.3%	-8%
> CN1C(=O)CC(N2CCN(Cc3ccc(Cl)cc3)CC2)C1=O (stereo unspecified)
  4%	-9.0%	9%	-4%	2.4%	-1%	i	-0.2%	0%
